SIAH1 antagonists = blockers of Siah-1 interaction with plectin peptide – biochemical, fluorescence polarization, rhodamine-plectin, uHTS, primary screen (AID 1817) | Siah-1 / rhodamine-plectin peptide fluorescence polarization; higher % means a stronger effect | displacement, % at 20 µM, or IC50 in µM where a hit was titrated | 290,000 tested, 0.02% active;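 active means displacement of at least 50% at 20 µM, with a fluorescence ratio check between 0.3 and a set limit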;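 further: plate controls were Siah plus tracer with DMSO for no effect and tracer alone without Siah for full effect; strong numbers were not always called active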
XIAP displacement = small molecules displacing peptide from XIAP – biochemical, IAP family, fluorescence polarization (AID 1018) | one-dose displacement, % at 20 µM; IC50 in µM for titrated hits | XIAP BIR domain, fluorescence polarization peptide displacement; higher % means a stronger effect | 200,000 tested, 0.007% active; in the data active means displacement above about 50%; further: a part of the inactive calls stands beside numbers as strong as those of hits
Lipid droplet = modulators of hepatic lipid droplet formation. 240,000 tested, 0.4% active. inhibition, % at 6.5 µM. AID 1656. AML12 mouse hepatocytes, oleate lipid droplets, BODIPY imaging;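 active means lipid droplet intensity inhibited by at least 50%, with more than 500 cells counted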
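Assay system: AML12 mouse liver cells | Compound: 6.5 µM single-point dosing | Schedule: Overnight exposure | Technique: Fluorescence imaging, 20x objective, two fields per well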
M1AAP inhibition = P. falciparum M1AAP inhibitors, biochemical, fluorogenic H-Leu-NHMec substrate, 1536-well (AID 1445); inhibition, % at 30 µM; hits with a dose series show IC50 in µM; recombinant M1AAP, H-Leu-NHMec fluorogenic kinetic assay; higher % means a stronger effect; 220,000 tested, 0.42% active;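 active means primary inhibition above the hit cutoff, then over 50% inhibition at one or more dose response concentrations, cut at about 23% in these data, passing the limit was not always enough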;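 further: plate controls were DMSO full reaction for no effect and no enzyme background for full effect; strong numbers were not always called active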
AID2073 = inhibitors of Mint1-CaV2.2 protein interaction, biochemical, HTRF (AID 2073); HTRF protein-protein interaction, Mint1-CaV2.2; higher % means a stronger effect; inhibition, % at 20 µM; hits with a dose series show IC50 in µM; 290,000 tested, 0.19% active; in the data active means inhibition mostly above about 51%, no sharp cut-off; further: some results filed as inactive read as strong as hits
NOD2 inhibition = inhibition of NOD2-driven NF-kB reporter – cell-based, luminescence, uHTS, HEK293 (AID 1566); inhibition, % at 4 µM; hits with a dose series show EC50 in µM; 290,000 tested, 0.63% active; HEK293 NOD2/NF-kB luciferase reporter, luminescence; higher % means a stronger effect; further: many of its hits are not listed in these tables
P. falciparum M17LAP = P. falciparum M17LAP inhibitors, primary screen, biochemical, fluorogenic H-Leu-NHMec substrate, 1536-well (AID 1619). recombinant M17LAP, H-Leu-NHMec fluorogenic kinetic assay; higher % means a stronger effect. inhibition, % at 30 µM, or IC50 in µM where a hit was titrated. 220,000 tested, 0.38% active;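 active means compound inhibiting the enzyme by more than half at any dose during confirmatory dose-response retesting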;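 further: plate controls were full reaction with DMSO carrier for no effect and no enzyme background for full effect; strong numbers were not always called active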
LYP inhibition = inhibitors of LYP phosphatase, biochemical, fluorescence intensity, uHTS (AID 1779); recombinant LYP phosphatase, fluorescence intensity; higher % means a stronger effect; inhibition, % at 11.5 µM; hits with a dose series show IC50 in µM; 290,000 tested, 0.054% active;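 further: plate controls were vehicle with enzyme for no effect and no enzyme for full effect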
ER stress rescue = rescue of cells from ER stress-induced death, primary screen, 384-well, CSM14.1, thapsigargin, ATP luminescence (AID 1222). cellular ATP content (survival), % at 20 µM, or EC50 in µM where a hit was titrated. CSM14.1 thapsigargin-induced death rescue, ATP luminescence; higher % means a stronger effect. 190,000 tested, under 10 active;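 active means EC50 below 50 µM in the dose-response confirmation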;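 further: death triggered by thapsigargin at about 15 µM added after 2 h compound pretreatment; cell ATP read after overnight thapsigargin exposure of roughly 18 to 22 hours; normalized against plate controls of thapsigargin alone and 5% DMSO vehicle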
Lipid droplet cells 6.5 µM = also measured in Lipid droplet; calls as there; cell count; measured here: cell count, cytotoxicity flag;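 cells counted across two imaged fields per well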
Active calls of the source: *; · = no result given. Unless noted, no stated cut-off is given here; in the data, active means inhibition above about 50%; inactive means the rest.

SMILES | SIAH1 antagonists | XIAP displacement | Lipid droplet | Lipid droplet cells 6.5 µM | M1AAP inhibition | AID2073 | NOD2 inhibition | P. falciparum M17LAP | LYP inhibition | ER stress rescue
Cc1c(S(=O)(=O)Nc2cccc(Cl)c2)c(=O)n(C)c(=O)n1C | 3% | -4.8% | · | · | -10% | 2% | 14% | 2% | -9% | -0.8%
CCN1CCN(C2CCCCC2NS(=O)(=O)c2ccc(Cl)cc2)CC1 (stereo not drawn) | -2% | · | -2 | 783 | · | 8% | -12% | · | -10% | ·
O=C(NCCC(=O)N1CCc2ccccc21)c1ccccc1Cl | 8% | · | 7 | 809 | · | 8% | 2% | · | -11% | ·
Cc1ccccc1C(=O)N=c1ccn(-c2nc3ccccc3nc2NS(=O)(=O)c2ccccc2)cc1 | 10% | · | -14 | 673 | · | 40% | 12% | · | -5% | ·
COc1ccccc1N=Cc1c(C)c(C#N)c2[nH]c3ccccc3n2c1=O | -2% | -5.5% | 12 | 714 | 2% | 72%* | 6% | 16% | -1% | 2.7%
Cc1ccc(C)c(S(=O)(=O)C(C#N)c2nc3ccccc3nc2N2CCOCC2)c1 (stereo not drawn) | 4% | 30% | -2 | 784 | 11% | -9% | 2% | 25% | -7% | -2.4%
CCc1ccccc1NC(=O)CSc1nc2[nH]c(=O)cc(O)c2s1 | -7% | · | -6 | 804 | · | 20% | -1% | · | -3% | ·
COC(=O)CSc1nnc(CNc2nc(-c3ccccc3)cs2)n1C | 2% | -0.3% | -17 | 738 | 12% | -16% | 19% | 9% | 3% | 0.0%
CCOC(=O)Cc1c(C)nc2c(-c3ccccc3)c(C)[nH]n2c1=O | -6% | -6.8% | · | · | 8% | 10% | -2% | -2% | -4% | -0.6%
Cc1cccc(-n2c(O)c(C=Nc3ccccc3O)c3ccccc3c2=O)n1 | -1% | · | -2 | 734 | 7% | 44% | 14% | -10% | 0% | ·
COC1CCCCC1Nc1ccc(C)c(C)c1 (stereo not drawn) | -3% | -3.3% | -2 | 720 | -1% | -2% | 18% | -3% | -4% | 0.3%
Cc1ccc(C(=O)COC(=O)CN2C(=O)C3C4C=CC(C4)C3C2=O)cc1C (stereo not drawn) | -4% | · | -5 | 830 | · | -5% | 4% | · | -14% | ·
COCCCn1c(SCC(=O)N2CCCC(C)C2)nnc1-c1ccco1 (stereo not drawn) | 6% | -12% | 26 | 769 | 3% | 4% | 2% | -3% | -2% | -2.4%
CCN(CC)c1ccc(/C=C/C(=O)c2ccc(Br)cc2)cc1 | 0% | -3.2% | -1 | 635 | -2% | 45% | 21% | 17% | -2% | -2.5%
CCOC(=O)c1sc(C)c2c1NC(C)(c1ccccc1)NC2=O (stereo not drawn) | 0% | -4.5% | · | · | 4% | 21% | -39% | -15% | -6% | -0.1%
Cc1cc(C(F)(F)F)n2nc(C(=O)O)c(Cl)c2n1 | -4% | -4.7% | 14 | 777 | -4% | 4% | 2% | 5% | -2% | 2.0%
O=C(O)c1ccccc1C(=O)Nc1ccc(Br)c2cccnc12 | -2% | -0.3% | 12 | 773 | 5% | 19% | -6% | 50% | -9% | -1.8%
Cc1cc(C)nc(SCC(=O)Nc2nonc2N)n1 | -6% | 4.4% | 7 | 719 | 5% | 5% | -24% | 1% | -6% | -0.5%
O=C(C1CCC(=O)N1Cc1cccnc1)N1CCN(c2ccc(F)cc2)CC1 (stereo not drawn) | 5% | 0.1% | · | · | 19% | -8% | 2% | 0% | -3% | -1.5%
CCOC(=O)C1=NN(c2ccc(C)cc2)CC1C(=O)OC (stereo not drawn) | -9% | -9.1% | 22 | 634 | 11% | 24% | 9% | -24% | -8% | -3.3%
NC(=O)c1c(NC(=O)CSc2nnc(-c3ccco3)n2-c2ccccc2)sc2c1CCC2 | 7% | 3.7% | · | · | 6% | 31% | 10% | 15% | 2% | 14%
O=S1(=O)CCOCCCN1Cc1ccccc1F | 4% | · | -1 | 804 | · | 11% | 6% | · | -15% | ·
CCO/C=N/c1c(C#N)c(CC#N)nn1-c1ccccc1 | 1% | 0.1% | · | · | 11% | 3% | 6% | 3% | 1% | -2.0%
O=C(NC1CCCC1)c1cc(S(=O)(=O)N2CCCC2)ccc1Cl | -4% | · | -2 | 807 | · | 9% | 11% | · | -6% | ·
CCC(C)NCCOc1ccc(C)cc1[N+](=O)[O-] (stereo not drawn) | 4% | -0.3% | -10 | 731 | -1% | 12% | -2% | -4% | -6% | -1.3%
O=C(NCCCc1ccccc1)c1ccccc1O | -3% | -5.9% | -16 | 796 | 7% | 3% | -28% | 1% | -3% | -0.4%
COC(=O)CCCn1c(C)cc(C(=O)CCl)c1C | -2% | -2.5% | 6 | 668 | -1% | 2% | 24% | -4% | -4% | 1.0%
Cc1ccc(CNC(=O)c2cc3c(s2)CN(Cc2ccccc2)C3)cc1 | 2% | -12% | 11 | 731 | 3% | 21% | 14% | -4% | -3% | 7.3%
CC1CCN(C(=O)CSc2nnc(Cc3cccn3C)n2-c2ccc(F)cc2)CC1 | 2% | -4.8% | -3 | 619 | 11% | -6% | 5% | 3% | -3% | -0.5%
CC1=C(C(=O)OC(C)C)C(c2cccs2)N2C(=O)CCSC2=N1 (stereo not drawn) | -4% | -3.4% | 13 | 770 | 2% | -4% | 12% | -7% | 2% | -2.8%
O=C(NCCc1ccccn1)c1cc(-c2ccccc2Cl)nc2ccccc12 | -6% | -3.9% | 2 | 692 | -3% | 8% | 30% | 1% | -6% | 0.4%
CC(C)Cn1cc(C(=O)N2CCN(c3ccccn3)CC2)c2c3ccccc3n(C)c2c1=O | 0% | 0.5% | · | · | 6% | 1% | 6% | 7% | 3% | 1.7%
Cc1nc(=O)c(-c2ccccc2)c(C)n1CC1CCCO1 (stereo not drawn) | 1% | -5.3% | · | · | 1% | -12% | 22% | 10% | 2% | 1.1%
COc1ccc(S(=O)(=O)NCC(c2cccnc2)N2CCN(Cc3ccccc3)CC2)cc1C (stereo not drawn) | 3% | · | -1 | 687 | · | 8% | 1% | · | -11% | ·
CCOC(=O)Oc1ccc2c(=O)c(Oc3cccc(C)c3)coc2c1 | 4% | -5.0% | · | · | 7% | 25% | 13% | -13% | -6% | 1.1%
CS(=O)(=O)c1ccc(Cl)c(NC(=O)CCNC(=O)c2ccco2)c1 | 6% | · | -2 | 694 | · | -3% | -3% | · | -10% | ·

Part of the list above, field by field:
SMILES: Cc1ccc(C)c(S(=O)(=O)C(C#N)c2nc3ccccc3nc2N2CCOCC2)c1 (stereo not drawn)
  SIAH1 antagonists: 4%
  XIAP displacement: 30%
  Lipid droplet: -2
  Lipid droplet cells 6.5 µM: 784
  M1AAP inhibition: 11%
  AID2073: -9%
  NOD2 inhibition: 2%
  P. falciparum M17LAP: 25%
  LYP inhibition: -7%
  ER stress rescue: -2.4%

SMILES: Cc1ccc(CNC(=O)c2cc3c(s2)CN(Cc2ccccc2)C3)cc1
  SIAH1 antagonists: 2%
  XIAP displacement: -12%
  Lipid droplet: 11
  Lipid droplet cells 6.5 µM: 731
  M1AAP inhibition: 3%
  AID2073: 21%
  NOD2 inhibition: 14%
  P. falciparum M17LAP: -4%
  LYP inhibition: -3%
  ER stress rescue: 7.3%

SMILES: O=C(NCCCc1ccccc1)c1ccccc1O
  SIAH1 antagonists: -3%
  XIAP displacement: -5.9%
  Lipid droplet: -16
  Lipid droplet cells 6.5 µM: 796
  M1AAP inhibition: 7%
  AID2073: 3%
  NOD2 inhibition: -28%
  P. falciparum M17LAP: 1%
  LYP inhibition: -3%
  ER stress rescue: -0.4%

Remaining list, next part:
SMILES | SIAH1 antagonists | XIAP displacement | Lipid droplet | Lipid droplet cells 6.5 µM | M1AAP inhibition | AID2073 | NOD2 inhibition | P. falciparum M17LAP | LYP inhibition | ER stress rescue
Cc1ccc(C(=O)N/C(=C\c2ccco2)C(=O)N2CCCCC2)cc1 | 6% | · | -20 | 717 | · | -6% | 0% | · | -9% | ·
CCN1C(=O)[C@@H]2C(C(=O)c3cnccn3)=NN[C@@H]2C1=O | 0% | · | -14 | 689 | 9% | -2% | -6% | 2% | -7% | ·
CCOCCCn1c(SCC(=O)Nc2cccc(S(=O)(=O)NC3=NCCCCC3)c2)nc2ccccc2c1=O | -8% | · | 12 | 738 | 4% | -1% | 10% | -10% | -3% | ·
CCOCC(=O)Nc1cccc(C(=O)OCC)c1 | -1% | 1.8% | -7 | 745 | -10% | 12% | 5% | 2% | -6% | -1.2%
O=C(NCCOCCNC(=O)OCc1ccccc1)OCc1ccccc1 | 0% | -2.5% | 19 | 651 | 1% | -7% | 10% | -1% | -3% | -12%
CC(=O)Nc1ccc(S(=O)(=O)NCCCN2CCN(Cc3ccccc3)CC2)cc1Cl | 0% | · | · | · | 8% | 5% | 13% | 6% | -7% | ·
Cc1cccc(C(CC(=O)NCc2ccco2)c2ccccc2)c1O (stereo not drawn) | 13% | 1.2% | -9 | 680 | 1% | -4% | 2% | -7% | -1% | -0.1%
CN(CC(=O)NCc1ccccc1Cl)CC(=O)Nc1cccc(F)c1 | 0% | 2.5% | -8 | 697 | -2% | 0% | 8% | -1% | -5% | 0.8%
O=C(CO)N/N=C/c1c2ccccc2cc2ccccc12 | -2% | 0.3% | 13 | 657 | 1% | -10% | 2% | 3% | 0% | -0.7%
CCN(CC)S(=O)(=O)c1cc(-c2nnc(-c3ccc(Br)cc3)o2)ccc1Cl | 3% | 0.1% | · | · | -1% | 11% | 41% | -1% | 1% | 0.2%
COc1cccc(CN2CCNC(=O)C2CC(=O)NCCN2CCCCC2=O)c1 (stereo not drawn) | 12% | · | 10 | 717 | · | 3% | 1% | · | -10% | ·
Cc1cccc(S(=O)Cc2ccc(C(=O)N3CCOCC3)o2)c1 (stereo not drawn) | 6% | · | 14 | 616 | · | 3% | 6% | · | -12% | ·
Nc1nnc(CC(=O)N/N=C/c2ccc(-c3ccc(F)cc3)o2)s1 | -1% | · | -16 | 708 | 9% | -25% | 26% | 17% | 4% | ·
O=C(Nc1cccc(NC(=O)c2cccs2)c1)c1ccc([N+](=O)[O-])o1 | -1% | · | -7 | 619 | 50µM* | 12% | 19% | 15% | -6% | ·
Cc1sc2nc(CSCC(=O)N(C)c3ccccc3)[nH]c(=O)c2c1C | 8% | -3.7% | -31 | 381 | 1% | 16% | 14% | 8% | 9% | -0.4%
COc1cccc(OC)c1OCC(O)CN1CCN(c2ccc(F)cc2)CC1 (stereo not drawn) | -1% | · | · | · | · | -6% | 19% | · | -6% | ·
O=C(CSc1nccn1-c1ccccc1)N1CCc2ccccc21 | 2% | -3.1% | -12 | 842 | 6% | 3% | -4% | -2% | 0% | -0.3%
O=C(NC1CCCCC1)c1ccc(CN2CCOCC2)cc1 | 2% | -6.6% | -9 | 777 | 2% | 3% | -6% | -2% | -2% | -1.2%
O=C(NCCc1cccc(Cl)c1)c1ccc(OC2CCN(Cc3ccccn3)CC2)cc1 | 0% | · | -19 | 663 | · | -4% | 53%* | · | -8% | ·
Cc1ccn(-c2ccc(NC(=O)c3cccs3)cc2)n1 | -2% | · | -4 | 797 | · | 4% | -122% | · | -2% | ·

Screening data (PubChem)

These rows are one share of the data (hit frequency here may not be typical).
